# Hsp70 activator = Hsp70 transcriptional activation, primary screen | 200,000 compounds, 0.04% hits | AID 1203 | HeLa Hsp70 promoter luciferase reporter, luminescence; scaled: vehicle 0, proteasome-inhibitor control 100% | activation, % at 10 µM;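 active means activation above the mean across all tested compounds plus 3 SD, cutoff set per campaign, cut at about 5.5% in these data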;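 further: 100% = MG132 at 30 µM as the positive control and 0% = DMSO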
# APP 5'UTR act = APP 5'UTR luciferase reporter activation; SH-SY5Y APP 5'UTR luciferase reporter, luminescence; zero percent = DMSO vehicle wells; activation, % at 2 µM; 190,000 compounds, 1% hits;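 active means activation above a set limit, based on mean plus 3 SD of controls, cut at about 140% in these data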; further: values of inactives mirror those of a sister screen read the other way
# STAT1 act = STAT1 signaling activation; NIH 3T3 STAT1-luciferase reporter, IFN-gamma, luminescence; 100% = IFN-gamma alone, no compound; activation (% of control), % at 5.5 µM; 200,000 compounds, 2.6% hits; AID 932;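 active means activation above the screen-wide mean activation plus 3 SD, cut at about 130% in these data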;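 further: raw ratio to IFN-gamma control signal so 100% means no change and 0% no light; values of inactives mirror those of a sister screen read the other way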
# HMGR II inh = blocks class II HMG-CoA reductase of Enterococcus faecalis. purified E. faecalis HMGR, NADPH absorbance 340 nm kinetic. inhibition, % at 10 µM. 190,000 compounds, 0.41% hits. AID 1066;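 active means inhibition above a set limit, the median over all tested compounds plus 3 SD, cut at about 9.5% in these data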;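 further: enzyme runs in reverse so mevalonate oxidation gives rising NADPH absorbance; 0% = complete reaction with DMSO and 100% = background rate lacking mevalonate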
# STAT1 inh = STAT1 signaling inhibition; AID 920; 200,000 compounds, 0.35% hits; NIH 3T3 STAT1-luciferase reporter, IFN-gamma, luminescence; inhibition, % at 5.5 µM;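 active means inhibition above a set limit, the mean inhibition across all tested compounds plus 3 SD, cut at about 34% in these data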;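 further: 0% = IFN-gamma with DMSO and 100% = IFN-gamma with 300 µM nifuroxazide; values of inactives mirror those of a sister screen read the other way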
# TLR4 MyD88 comp = inhibitors of human TLR4-MyD88 binding; O00206+Q99836; HeLa CL3-4 TLR4/MyD88 BLA complementation, FRET ratio; inhibition, % at 8.4 µM; 200,000 compounds, 0.18% hits; AID 861; in the data active means inhibition above about 25%;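 further: 0% = vehicle and 100% = reference inhibitor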
# Target sequence (O00206 whole entry, looked up): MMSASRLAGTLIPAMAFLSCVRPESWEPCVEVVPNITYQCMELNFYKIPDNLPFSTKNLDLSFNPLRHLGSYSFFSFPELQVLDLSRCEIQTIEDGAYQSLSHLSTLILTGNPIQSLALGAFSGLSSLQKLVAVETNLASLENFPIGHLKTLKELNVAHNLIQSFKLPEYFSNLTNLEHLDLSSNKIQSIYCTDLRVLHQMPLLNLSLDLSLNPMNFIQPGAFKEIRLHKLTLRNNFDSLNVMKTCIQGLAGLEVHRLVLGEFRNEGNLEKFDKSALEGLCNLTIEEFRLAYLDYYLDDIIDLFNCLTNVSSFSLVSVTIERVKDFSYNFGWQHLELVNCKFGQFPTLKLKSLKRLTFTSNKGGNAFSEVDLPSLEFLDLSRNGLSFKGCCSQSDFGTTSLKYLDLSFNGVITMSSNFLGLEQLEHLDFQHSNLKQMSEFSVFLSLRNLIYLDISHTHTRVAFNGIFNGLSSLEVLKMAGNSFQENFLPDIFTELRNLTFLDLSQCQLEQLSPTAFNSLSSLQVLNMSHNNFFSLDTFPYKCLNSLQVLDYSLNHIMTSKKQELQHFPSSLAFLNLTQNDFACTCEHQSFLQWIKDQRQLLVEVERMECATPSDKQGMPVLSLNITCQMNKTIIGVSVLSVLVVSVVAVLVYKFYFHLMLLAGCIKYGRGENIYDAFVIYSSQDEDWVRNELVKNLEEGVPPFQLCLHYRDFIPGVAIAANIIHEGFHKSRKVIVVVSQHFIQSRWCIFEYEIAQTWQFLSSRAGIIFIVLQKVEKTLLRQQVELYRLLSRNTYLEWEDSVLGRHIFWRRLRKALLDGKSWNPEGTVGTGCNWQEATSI
# Target sequence (Q99836 whole entry, looked up): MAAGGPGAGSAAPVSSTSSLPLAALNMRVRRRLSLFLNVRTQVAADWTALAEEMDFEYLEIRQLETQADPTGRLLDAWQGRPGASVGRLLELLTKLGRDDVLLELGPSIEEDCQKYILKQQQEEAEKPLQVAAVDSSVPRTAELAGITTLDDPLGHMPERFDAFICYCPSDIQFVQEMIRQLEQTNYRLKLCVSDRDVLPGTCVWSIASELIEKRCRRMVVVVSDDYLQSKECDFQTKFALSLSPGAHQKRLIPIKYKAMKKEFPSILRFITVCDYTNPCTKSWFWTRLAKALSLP
# Redox H2O2 prof = compounds producing H2O2 with reducing agent – biochemical, NIH compound library profiling, artefact control for MLSCN library redox annotation, primary screen; DTT-dependent redox cycling H2O2, phenol red/HRP absorbance; 100% = 100 µM peroxide control, 0% = buffer; AID 878; 200,000 compounds, 0.03% hits; activation, % at 10 µM;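 active means activation of at least 50% relative to the plate's high and low controls in the primary single-dose screen; inactive means activation below 50%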;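 further: compound incubated with DTT at 0.8 mM final as the reducing agent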
# STAT3 activator = increases IL-6 driven STAT3 reporter signal; activation (% of control), % at 5.6 µM; 190,000 compounds, 0.91% hits; U3A cells, IL-6 STAT3-luciferase reporter, luminescence; 100% = signal with IL-6 EC80 alone;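 active means activation above the screen-wide mean of compound activation plus 3 SD, cut at about 130% in these data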;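 further: 0% = background luminescence of wells with medium and substrate only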
#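 system = STAT3-luciferase reporter U3A cells | reagent = IL-6 stimulus at 33 ng/mL final | timing = 1 h compound pre-exposure, 6 h IL-6 stimulation, 37 °C | measured by = luminescence | evaluation = % activation versus median of IL-6-stimulated wells | control set = IL-6-only wells as 100% reference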
# STAT3 inh = inhibitors of IL-6 induced STAT3 signaling. inhibition, % at 5.5 µM. 190,000 compounds, 0.89% hits. AID 862. U3A cells, IL-6 STAT3-luciferase reporter, luminescence; host cell line lacks STAT1;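 active means inhibition above the mean inhibition across all screened compounds plus 3 SD, cut at about 44% in these data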;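 further: 0% = DMSO only wells and 100% = 100 µM nifuroxazide control wells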
# NF-kB expr up = raises NF-kB expression in human neuronal cells. fold change at 12.5 µM. NF-kB reporter expression; stronger effect = higher value. 190,000 compounds, 1.6% hits; in the data active means fold change above about 3.3
# * hit, by the source's call; · = not tested or not shown.
1: Cc1ccc2cc(C(c3nnnn3Cc3ccccc3)N3CCc4ccccc43)c(=O)[nH]c2c1 (configuration not stated)
2: Cc1ccc(C)c(S(=O)(=O)Nc2ccc3sc(C)nc3c2)c1
3: NC(=O)c1csc(-c2ccncc2)n1
4: CCCOC(=O)c1ccc(NC(=O)c2ccc(Br)o2)cc1
5: CC(C)(CNC(=S)NCCc1ccccc1)CNC(=S)NCCc1ccccc1
6: CC1(C)Cc2c(C#N)c(NC3CCCCC3)nc(-c3ccco3)c2CO1
7: COc1ccc(-c2nnc(-c3cccnc3)o2)cc1
8: CCOc1ccccc1CNn1nnnc1N
9: Cc1cc(NC(=O)CSc2nc3cc(Cl)ccc3c(=O)n2CC(C)C)no1
10: O=C(Nc1cc(F)cc(F)c1)c1sc(Cl)nc1-c1ccccc1

Compound,1,2,3,4,5,6,7,8,9,10
Hsp70 activator,-0.5,-0.3,-0.2,-0.5,-0.2,-0.2,-0.2,0.2,-0.3,-0.1
APP 5'UTR act,·,0,-1,12,-3,-10,22,4,11,-8
STAT1 act,100,95,102,102,105,101,122,103,95,93
HMGR II inh,-2,-1,-2,-4,-4,-6,-5,-1,-1,0
STAT1 inh,-2,7,-2,-3,-6,0,-25,-3,5,8
TLR4 MyD88 comp,0,3,-3,-1,13,1,4,-8,4,-6
Redox H2O2 prof,1.1,0.3,1.6,-0.2,0.4,-2.1,-0.3,0.5,-0.5,0.2
STAT3 activator,107,94,101,93,111,105,111,105,96,110
STAT3 inh,-9,10,9,7,-16,-6,-13,-3,7,-9
NF-kB expr up,0.95,0.86,1.2,1.9,0.61,1.5,2.1,0.95,0.95,0.92

11: COc1cc(OC)cc(C(=O)NCC(=O)OCc2nc3ccccc3s2)c1
12: O=C(O)c1ccc(NS(=O)(=O)c2cc(Cl)ccc2Cl)cc1
13: CC(=O)NCCSC(=O)c1ccc(F)cc1
14: CSc1ccccc1NC(=O)c1ccc(Br)o1
15: O=C(COc1ccc(Cl)cc1Cl)NCc1ccncc1
16: O=C(NCc1cccnc1)C1CCN(c2ccc(S(=O)(=O)N3CCOCC3)cc2Cl)CC1
17: COc1ccc(NC(=O)CCC(=O)N/N=C/c2ccc([N+](=O)[O-])s2)cc1
18: Cc1ccsc1/C=N/NC(=O)c1cccc(S(=O)(=O)Nc2ccccc2Cl)c1
19: CSc1nsc(SC)c1NC(=O)Nc1ccccc1C
20: COc1ccc(C(=O)NCCc2c[nH]c3ccccc23)cc1S(=O)(=O)N1CCOCC1

Compound,11,12,13,14,15,16,17,18,19,20
Hsp70 activator,0.2,-0.3,0.0,-0.1,-0.2,-0.2,-0.3,-0.3,-0.3,-0.1
APP 5'UTR act,140*,-2,-16,-5,12,19,2,6,6,12
STAT1 act,145*,94,106,118,95,91,96,100,98,91
HMGR II inh,-4,-1,-2,-1,-8,-2,1,-2,0,-1
STAT1 inh,-52,7,-6,-19,6,8,4,0,1,10
TLR4 MyD88 comp,-3,7,2,-1,-8,-12,2,1,-9,-1
Redox H2O2 prof,-1.3,-0.6,-0.6,-1.4,3.7,-2.0,0.0,-0.5,-0.3,-0.3
STAT3 activator,132,102,107,104,100,91,106,98,101,118
STAT3 inh,-34,2,-2,2,9,13,-7,-2,3,-16
NF-kB expr up,1.8,1.4,1.2,1.9,1,0.88,0.77,1.2,1.1,1.1

21: COCCCNCCOc1ccccc1-c1ccccc1
22: O=C(Nc1ccc(CN2CCCCC2)cc1)c1ccc2c(c1)OCO2
23: CC(=O)c1c(C)[nH]c(C(=O)NCc2ccccn2)c1C
24: CCn1ccnc1CN1CCC(CO)(CCOc2ccccc2)CC1
25: CCOC(=O)Cc1csc(NC(=O)CCCCCN2C(=O)c3cccc4cccc(c34)C2=O)n1
26: Cc1cccc(C(=O)N2CCc3ccccc3C2)c1[N+](=O)[O-]
27: CC[C@H](C)[C@@H](NC(=O)O[C@@H]1C(=O)c2cc(OC)ccc2O[C@H]1c1ccc(OC)c(Br)c1)C(=O)OC
28: CCn1cc(CNC(=O)c2cc([N+](=O)[O-])c(C)c([N+](=O)[O-])c2)cn1
29: O=C(c1ccco1)N1CCN(C(c2ccc(Cl)cc2)c2nnnn2Cc2ccccc2)CC1 (configuration not stated)
30: Cc1nnc(NC(=O)CSc2nnc(CNC(=O)C34CC5CC(CC(C5)C3)C4)n2C2CCCCC2)s1

Compound,21,22,23,24,25,26,27,28,29,30
Hsp70 activator,-0.2,-0.3,0.1,-0.2,-0.3,-0.5,-0.3,-0.1,-0.3,-0.2
APP 5'UTR act,9,31,5,15,-9,-17,9,17,-12,-3
STAT1 act,83,115,105,106,113,99,98,95,104,102
HMGR II inh,-2,-4,-1,-1,·,0,-8,2,-2,-5
STAT1 inh,19,-16,-6,-8,-9,1,2,5,-4,-2
TLR4 MyD88 comp,-19,1,-11,-9,1,-4,1,5,0,1
Redox H2O2 prof,-0.2,2.3,2.6,-1.0,0.4,-0.3,0.0,-0.8,-2.7,-0.7
STAT3 activator,98,105,78,103,82,91,110,94,106,103
STAT3 inh,7,-1,28,2,25,16,-15,11,-7,6
NF-kB expr up,1.2,1.5,1.1,0.99,·,1.2,1.2,1.1,0.93,1.4

# Arranged by count of non-hydrogen atoms (low to high): some entries from above.
14: CSc1ccccc1NC(=O)c1ccc(Br)o1
15: O=C(COc1ccc(Cl)cc1Cl)NCc1ccncc1
26: Cc1cccc(C(=O)N2CCc3ccccc3C2)c1[N+](=O)[O-]
28: CCn1cc(CNC(=O)c2cc([N+](=O)[O-])c(C)c([N+](=O)[O-])c2)cn1
5: CC(C)(CNC(=S)NCCc1ccccc1)CNC(=S)NCCc1ccccc1

Compound,14,15,26,28,5
Hsp70 activator,-0.1,-0.2,-0.5,-0.1,-0.2
APP 5'UTR act,-5,12,-17,17,-3
STAT1 act,118,95,99,95,105
HMGR II inh,-1,-8,0,2,-4
STAT1 inh,-19,6,1,5,-6
TLR4 MyD88 comp,-1,-8,-4,5,13
Redox H2O2 prof,-1.4,3.7,-0.3,-0.8,0.4
STAT3 activator,104,100,91,94,111
STAT3 inh,2,9,16,11,-16
NF-kB expr up,1.9,1,1.2,1.1,0.61

# In the list so far, 3 contain an NH in an aromatic ring.
1: Cc1ccc2cc(C(c3nnnn3Cc3ccccc3)N3CCc4ccccc43)c(=O)[nH]c2c1 (configuration not stated)
20: COc1ccc(C(=O)NCCc2c[nH]c3ccccc23)cc1S(=O)(=O)N1CCOCC1
23: CC(=O)c1c(C)[nH]c(C(=O)NCc2ccccn2)c1C

Compound,1,20,23
Hsp70 activator,-0.5,-0.1,0.1
APP 5'UTR act,·,12,5
STAT1 act,100,91,105
HMGR II inh,-2,-1,-1
STAT1 inh,-2,10,-6
TLR4 MyD88 comp,0,-1,-11
Redox H2O2 prof,1.1,-0.3,2.6
STAT3 activator,107,118,78
STAT3 inh,-9,-16,28
NF-kB expr up,0.95,1.1,1.1

# Following part.
31: O=C(C1CCC1)N1CCc2cc(S(=O)(=O)NCCN3CCN(c4ccccc4F)CC3)ccc21
32: Nc1nnc(-c2ccccc2)s1
33: CCCCN(CC)C(=O)CN1C(=O)c2ccccc2C1=O
34: Cc1cc(C)nc(CCNC(=O)c2cc(COc3ccc(F)cc3F)on2)n1
35: CCn1cc(C(=O)Nc2cc3c(cc2NC(C)=O)OCCO3)c(=O)c2ccc(C)nc21
36: Brc1ccc(C2=CC(c3cccs3)n3ncnc3N2)cc1 (configuration not stated)
37: NS(=O)(=O)c1ccc(CNC(=O)CCC2CCCCC2)cc1
38: O=C(CSc1ncnc2nc[nH]c12)Nc1ccccc1C(F)(F)F
39: Cn1c(COc2ccccc2)nnc1SCCC(=O)Nc1ccccc1
40: CC(NC(=O)Cc1cccs1)c1ccncc1 (configuration not stated)

Compound,31,32,33,34,35,36,37,38,39,40
Hsp70 activator,-0.4,-0.2,-0.3,-0.3,0.0,-0.4,-0.3,-0.2,-0.4,-0.3
APP 5'UTR act,-3,·,8,7,-13,-10,17,9,3,-15
STAT1 act,84,99,102,94,90,89,100,94,96,96
HMGR II inh,2,-9,3,-1,·,-1,-2,-1,0,-1
STAT1 inh,18,1,-2,5,11,12,0,6,5,0
TLR4 MyD88 comp,3,1,7,-23,-9,2,-5,3,-8,4
Redox H2O2 prof,-0.8,0.1,0.0,-1.7,1.0,2.7,0.4,-3.5,-3.1,1.3
STAT3 activator,90,103,104,101,102,132,98,105,93,104
STAT3 inh,15,-4,-3,4,-3,-32,8,-1,14,-1
NF-kB expr up,0.66,1.2,1.1,·,·,0.45,1.3,1.1,0.94,1.7

# Given with bars between the fields: 2 of the compounds above
no. | Structure | Hsp70 activator | APP 5'UTR act | STAT1 act | HMGR II inh | STAT1 inh | TLR4 MyD88 comp | Redox H2O2 prof | STAT3 activator | STAT3 inh | NF-kB expr up
38 | O=C(CSc1ncnc2nc[nH]c12)Nc1ccccc1C(F)(F)F | -0.2 | 9 | 94 | -1 | 6 | 3 | -3.5 | 105 | -1 | 1.1
39 | Cn1c(COc2ccccc2)nnc1SCCC(=O)Nc1ccccc1 | -0.4 | 3 | 96 | 0 | 5 | -8 | -3.1 | 93 | 14 | 0.94

# Further compounds
41: CC(C)(C)C1CCc2c(sc(NC(=O)C3CCCO3)c2C(N)=O)C1 (configuration not stated)
42: Cc1ccc2[nH]c(C)cc(=S)c2c1
43: Cc1ccc(CC(=O)NCCS(=O)c2ccc(Cl)cc2)cc1 (configuration not stated)
44: C/C(N)=C(/C#N)C(=O)CSc1nnc(Cc2ccccc2F)n1N
45: O=C(OCc1cc([N+](=O)[O-])cc2c1OCOC2)c1ccccn1
46: COc1ccc(S(=O)(=O)NCCc2ccc(F)cc2)cc1

Compound,41,42,43,44,45,46
Hsp70 activator,0.0,0.1,-0.6,-0.3,0.4,-0.2
APP 5'UTR act,31,1,16,-3,0,-5
STAT1 act,101,94,100,109,102,105
HMGR II inh,-2,-1,0,-2,3,-2
STAT1 inh,-2,5,0,-10,-2,-5
TLR4 MyD88 comp,13,-19,0,-11,-14,11
Redox H2O2 prof,-3.3,0.8,-7.3,0.2,0.6,0.7
STAT3 activator,94,92,95,100,107,104
STAT3 inh,13,14,6,3,1,-2
NF-kB expr up,0.95,0.85,1.1,1.1,1.1,1

# Not a hit list; about 5.6% have a hit in one of these screens.
